Assay outcomes from PubChem.
D2 antag – HTS Assay for Allosteric Antagonists of the Human D2 Dopamine Receptor: Primary Screen for Antagonists; hit rate 2% among 340,000; D(2) dopamine receptor (Homo sapiens), P14416; HEK293 TREx D2 cells, calcium flux, dopamine EC80; inhibition, % at 10 µM; AID 485344, 2010; in the data active = inhibition above about 30%; also: 0% is about no effect
Target sequence (P14416 whole entry, looked up): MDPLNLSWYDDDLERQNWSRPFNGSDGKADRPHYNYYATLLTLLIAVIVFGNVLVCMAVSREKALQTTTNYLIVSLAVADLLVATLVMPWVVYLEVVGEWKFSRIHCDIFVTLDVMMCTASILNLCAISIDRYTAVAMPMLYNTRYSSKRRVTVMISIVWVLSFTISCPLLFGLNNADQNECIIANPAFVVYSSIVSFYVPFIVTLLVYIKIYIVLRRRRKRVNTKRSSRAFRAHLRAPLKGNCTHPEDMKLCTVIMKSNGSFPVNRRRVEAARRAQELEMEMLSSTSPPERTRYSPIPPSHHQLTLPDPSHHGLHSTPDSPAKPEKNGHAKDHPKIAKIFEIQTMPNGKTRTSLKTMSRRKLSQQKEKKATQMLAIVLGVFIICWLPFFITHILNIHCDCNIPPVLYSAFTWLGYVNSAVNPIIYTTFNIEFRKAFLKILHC
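HEK293 T-REx D2 cells, tet-induced, calcium dye no-wash. Cpd pintool add, 180 s kinetic, then EC80 DA, 180 s kinetic. Ca flux read.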
RXFP1 ag – qHTS Assay for Agonists of the Relaxin Receptor RXFP1 | Relaxin receptor 1 (Homo sapiens), Q9HBX9 | HEK293T-RXFP1 cAMP TR-FRET, 30 min; response scale: percent of porcine relaxin response, buffer zero | Potency, µM (highest dose often 57.5 µM), inactives show top-dose activation, hits mostly activators | hit rate 0.3% among 370,000; active = well fitted activation curve with a large enough effect; inconclusive = small, poorly fitted or top-dose-only effect; also: potency is read from the fitted curve at half-maximal effect; % is scaled to controls: 0 for no effect and ±100 for the full control effect; nearly all actives have a fitted effect of over 60% in size; many of its hits are not listed in these tables
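HEK293T cells stably expressing RXFP1 were pretreated with the PDE4 inhibitor Ro 20174, exposed to compounds for 30 min at 37C, lysed, and cAMP was read by TR-FRET. Data normalized to buffer (basal) and 29 nM porcine relaxin (100%).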
TRHR PAM – qHTS for Small Molecule Agonists and Allosteric Enhancers of Human TRH Receptor: Primary Screen for Enhancers; TRHR cells, fluo-8 calcium fluorescence, EC20 TRH enhancement; Thyrotropin-releasing hormone receptor (Homo sapiens), P34981; hit rate 0.66% among 360,000; AID 493056, 2011; enhancement, % at 2 µM; in the data active = enhancement above about 30%; also: 0% is about no effect
Target sequence (P34981 whole entry, looked up): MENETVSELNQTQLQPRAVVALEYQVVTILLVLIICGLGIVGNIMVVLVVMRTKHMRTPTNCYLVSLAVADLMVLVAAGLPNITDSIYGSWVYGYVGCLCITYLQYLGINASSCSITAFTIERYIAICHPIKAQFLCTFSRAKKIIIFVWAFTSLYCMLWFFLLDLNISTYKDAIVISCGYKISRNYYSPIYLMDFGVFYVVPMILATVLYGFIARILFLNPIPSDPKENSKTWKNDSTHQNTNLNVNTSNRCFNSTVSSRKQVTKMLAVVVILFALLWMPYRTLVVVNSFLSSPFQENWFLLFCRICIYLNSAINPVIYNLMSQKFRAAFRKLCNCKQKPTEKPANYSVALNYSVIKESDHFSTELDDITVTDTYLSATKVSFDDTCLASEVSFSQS
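TRHR-expressing cells loaded with fluo-8 calcium dye were read kinetically (ex 480/em 530) during compound addition, then stimulated with an EC20 of TRH (10 nM final). Enhancement of the Gq-mediated intracellular calcium response was scored.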
D2 PAM – HTS Assay for Positive Allosteric Modulators of the Human D2 Dopamine Receptor: Primary Screen for Potentiators; HEK293 T-REx D2, calcium flux, EC20 dopamine potentiation; potentiation, % at 10 µM; hit rate 0.34% among 340,000; AID 485347, 2010;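 active = potentiation over 3 SD above the plate norm, cut at about 30% in these data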; also: 0% is about no effect
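Cells plated with tetracycline inducer and held overnight at 30 C; calcium dye loaded 30–90 min at room temperature; baseline taken, compound added and read 180 s; EC20 dopamine then added and read 180 s.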
D2 agonist – HTS Assay for Allosteric Agonists of the Human D2 Dopamine Receptor: Primary Screen for Agonists | D(2) dopamine receptor (Homo sapiens), P14416 | HEK293 T-REx D2 cells, calcium flux agonist mode | activation, % at 2 µM | hit rate 0.53% among 340,000 | AID 485358, 2010;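 active = activation over 3 SD above normal in the single-dose calcium agonist read, cut at about 30% in these data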; also: 0% is about no effect
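Tetracycline-induced HEK293 Trex cells with D2 receptor force-coupled to calcium signaling, plated overnight at 30 C and loaded with no-wash calcium dye. Calcium flux read kinetically for 180 s after compound addition; responses flag agonists.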
RXFP1 antag – qHTS Assay for Antagonists of the Relaxin Receptor RXFP1 | Relaxin receptor 1 (Homo sapiens), Q9HBX9 | HEK293-RXFP1, relaxin-stimulated cAMP HTRF, 30 min; hits give low values | activity change, negative = inhibition, % at 57.5 µM | hit rate 0.59% among 350,000 | AID 1259400, 2018;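 active = activity change of -60% or lower, but not beyond a set lower limit; inconclusive = change between -60% and -40%, or beyond the set limit; inactive = change above -40%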; also: % is scaled to controls: 0 for no effect and ±100 for the full control effect
D1 potentiator – Potentiators of Human D1 Dopamine Receptor: qHTS; hit rate 0.036% among 360,000; potentiation, % at 10 µM; HEK293 TREx D1 cells, calcium flux, dopamine EC20 potentiation; D(1A) dopamine receptor (Homo sapiens), P21728; in the data active = potentiation above about 30%; also: 0% is about no effect
D1 antag – Antagonist of Human D 1 Dopamine Receptor: qHTS. activity change, negative = inhibition, % at 10 µM. hit rate 3.2% among 360,000. HEK293 TREx D1 cells, calcium flux, dopamine EC80; hits give low values. AID 504652, 2011. D(1A) dopamine receptor (Homo sapiens), P21728; in the data active = activity change below about -30%; also: % is scaled to controls: 0 for no effect and ±100 for the full control effect
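Compound effects on dopamine-evoked calcium signalling were measured in tetracycline-induced HEK293 Trex D1 cells. Dopamine at EC80 followed a 180 s compound pre-read, and fluorescence was tracked kinetically for 180 s more.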
D1 agonist – Allosteric Agonists of the Human D1 Dopamine Receptor: qHTS. activation, % at 2 µM. AID 504660, 2011. hit rate 1% among 360,000. D(1A) dopamine receptor (Homo sapiens), P21728. HEK293 T-REx D1 cells, calcium flux, agonist mode; in the data active = activation above about 30%; also: 0% is about no effect
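Agonism was scored from calcium flux recorded over 180 s (1 read/s) after pintool compound addition, following a 10-cycle baseline. Cells were inducible force-coupled HEK293 TREx D1, plated overnight at 30 C and loaded with no-wash calcium dye.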
* hit, by the source's call; ? = inconclusive; . = no result given.

SMILES	D2 antag	RXFP1 ag	TRHR PAM	D2 PAM	D2 agonist	RXFP1 antag	D1 potentiator	D1 antag	D1 agonist
O=c1c(=Nc2ccccc2O)c(=O)c2ccccc12	5	-1.0%	-2	-2	-0.2	4	1	-3	5
COc1ccc(CCNC(=S)Nc2cc(C)cc(C)c2)cc1	-1	0.8%	3	-7	-0.4	-5	-5	-2	0
CCOc1ccc2c(=O)c(Oc3ccccc3)c(C)oc2c1	4	0.2%	1	7	0.0	-6	-1	-14	8
O=C(Nc1nc(-c2ccccn2)cs1)c1ccc(Br)s1	-2	-2.4%	-1	9	0.5	21	-4	-10	1
O=[N+]([O-])c1cccc(-c2nc(-c3ccccn3)no2)c1	-5	7.4%	-2	9	0.1	10	-4	4	6
CCCC1=Nc2cc(C(=O)NCCN3CCOCC3)ccc2Sc2ccc(C)cc21	14	0.4%	3	11	-0.1	0	4	18	2
COc1cc(C(=O)Nc2ccc(S(=O)(=O)NC(C)(C)C)cc2)cc(OC)c1OC	-22	1.4%	1	-1	-0.4	6	5	11	1
Cc1cc(C(=O)N/N=C/c2cccc(OC(=O)c3ccco3)c2)n[nH]1	3	-2.1%	15	7	0.1	3	12	5	0
COC(=O)c1ccc(Cn2nnc3ccccc32)cc1	1	0.0%	10	0	0.6	-10	-3	-5	10
Cn1ncc([N+](=O)[O-])c1C(=O)Nc1ccc(-c2nc3ccccc3[nH]2)cc1	-14	0.1%	12	5	0.7	-13	-16	1	6
CCOc1ccc(NC(=O)CSc2nnc(C)n2CC2CCCO2)cc1 (configuration not stated)	-3	-0.1%	22	-3	0.2	-10	-4	-3	0
O=C(OCC#CCSc1nnc(-c2cccc3ccccc23)s1)c1cccs1	.	0.4%	1	.	.	.	9	-7	4
COc1ccc(CCN2CCCC(CN(C)Cc3cccc(OC)c3)C2)cc1 (configuration not stated)	-32	-2.0%	2	-8	0.9	-2	-7	-13	6
COc1ccc(Cl)cc1C(=O)NCC(c1ccc(N(C)C)cc1)N1CCCC1 (configuration not stated)	.	-0.3%	20	13	-2.2	-8	2	-6	34*
CCc1cccc(C)c1NC(=O)Cn1cc2c(n1)CCCC2	.	0.5%	-4	-3	0.3	6	-2	-2	8
Cc1nnc(SCC(=O)NCC2CCCO2)n1-c1ccccc1 (configuration not stated)	-1	0.3%	1	-6	0.1	-9	-8	-11	4
Oc1csc(Cc2nc(-c3ccccc3F)cs2)n1	-19	1.3%	3	-2	-0.4	-19	2	-17	5
CCCOc1ccccc1C(=O)N1CCNC(=O)C1CC(=O)OC(C)C (configuration not stated)	-2	-0.2%	3	5	0.8	0	2	-1	0
Cc1cc(-n2c(SCC(=O)NCc3cccs3)nc3n[nH]c(C)c3c2=N)ccc1Cl	-1	20%	3	-1	-0.4	-5	-15	-42*	3
COc1ccccc1NS(=O)(=O)c1ccc(S(=O)(=O)N2CCOCC2)cc1	8	-3.9%	-2	-9	0.6	-10	-2	-1	3
O=C(NNC1=NCCC1)c1cccc(S(=O)(=O)N2CCCCC2)c1	-6	0.8%	2	7	0.7	7	-1	9	5
CCN(CC(=O)NCc1ccc(Cl)cc1)C(=O)CSCC(=O)Nc1ccc(OC)cc1	-3	1.5%	-3	20	0.1	-14	1	2	0
COC(=O)c1ccc2c(=O)n(CCO)c(=S)[nH]c2c1	-6	0.7%	-1	-11	0.5	25	0	6	0
CC(=O)c1cccc(NC(=O)C(OC(=O)/C=C/c2ccc3c(c2)OCO3)c2ccccc2)c1 (configuration not stated)	3	2.7%	3	-16	0.3	-11	-3	32	1
CC(NC(=O)C12CC3CC(C)(CC(C)(C3)C1)C2)c1ccncc1 (configuration not stated)	-5	1.1%	-9	-2	0.2	5	-2	-4	0
COc1cc(-n2nc(C)c3c2OC(N)=C(C#N)C3c2ccccc2)c(Cl)c(Br)c1O (configuration not stated)	-5	-2.4%	13	2	-0.1	-7	-9	-4	6
Cc1cccc(C)c1NC(=O)C(NC=O)c1ccc(N(C)C)cc1 (configuration not stated)	30	0.3%	-2	-8	0.1	0	-3	-8	2
CCOC(=O)C1=C(COC(=O)CCNS(=O)(=O)c2ccc(C)c(C)c2)NC(=O)NC1C (configuration not stated)	-15	1.3%	-7	2	0.1	-1	.	-25	3
Cc1cccc(N2CCN(C(=O)CN3C(=O)CSc4c3c(C)nn4-c3ccccc3)CC2)c1C	.	-0.1%	2	-5	.	.	0	14	1
CC(C)NC(=O)C1CCC(Cn2c(=O)c3sccc3n(CC(=O)Nc3ccccc3)c2=O)CC1 (configuration not stated)	.	1.4%	23	-2	0.7	-1	-7	-13	2
COc1ccc(C2CC(=O)N3CN(c4ccc(C)c(Cl)c4)CSC3=C2C#N)cc1 (configuration not stated)	-4	6.5%	31*	5	0.2	8	-5	-3	3
COc1ccc(OC)c(-c2nnc(-c3ccc(C)o3)o2)c1	-11	3.7%	10	2	-0.2	-3	2	-5	2
O=C(NCCCn1ccnc1)Nc1ccc2c(c1)OCO2	-1	2.9%	-14	4	0.7	-5	-4	7	1
Cc1nc2ccc(NC(=O)Cc3ccsc3)cc2s1	2	-1.0%	-2	0	-2.6	-7	-7	-1	2
CCCCCCn1c(CN2CCCCC2CC)nc2c1c(=O)n(C)c(=O)n2C (configuration not stated)	-4	0.3%	0	4	-0.6	14	-3	28	3
Cc1c(Cl)cccc1NC(=S)N(C)CCC#N	0	0.1%	-5	-3	2.4	-1	-8	-18	1
CC(C)C(NC(=O)C(NC(=O)C1O[C@@H]2OC(C)(C)O[C@@H]2[C@H]2OC(C)(C)O[C@@H]12)C(C)C)C(=O)O (some centres not stated)	16	-1.4%	-4	-3	-0.2	-5	-1	-12	6
CCC(Sc1nnc2c(n1)[nH]c1ccccc12)C(=O)Nc1ccccc1OC (configuration not stated)	.	7.6%	1	13	-2.1	-6	0	-18	3
CC1CCC2(CC1)N=C(N)Nc1nc3ccccc3n12 (configuration not stated)	2	0.7%	-3	-10	-0.2	-5	-15	-7	0
CN1CCCN(C(=O)c2ccccc2Cl)CC1	-18	0.0%	8	23	-0.1	-8	-3	3	2
CCOC(=O)CC(NC(=O)Cc1ccccc1)c1ccccc1Cl (configuration not stated)	.	6.4%	-5	.	.	2	2	3	1
Cc1ccc(NC(=O)c2cc(NC(=O)CCCC(=O)O)ccc2Cl)cc1Cl	.	-0.3%	1	.	.	11	3	0	0
Cc1ccccc1CNC(=O)C1CCC(=O)N(CC2CCCCC2)C1 (configuration not stated)	5	1.5%	-4	1	0.2	-15	8	-4	5
CC(NC(=O)/C=C/c1ccccc1[N+](=O)[O-])C1CC2CCC1C2 (configuration not stated)	28	1.7%	0	-15	-1.6	-8	-7	-24	0
CNC(=S)N/N=C/C1=CCC2CC1C2(C)C (configuration not stated)	-2	1.7%	-7	-5	-1.3	.	-2	-15	1
Cc1cc(=O)oc2cc(OCC(=O)NCc3cccnc3)ccc12	-9	3.2%	2	2	-1.1	-4	3	-9	1
COCCCNC(=O)Cn1c(=O)n(CC(=O)NCCc2ccc(OC)c(OC)c2)c(=O)c2sccc21	7	-1.8%	-2	0	1.0	-1	11	-9	3
CCOc1cccc(C2C(C#N)=C(N)Oc3cc(C)[nH]c(=O)c32)c1OCC (configuration not stated)	9	-1.3%	16	-1	0.9	8	5	0	1
COc1c(C)cccc1C(=O)Nc1ccc(OCC(=O)N2CCOCC2)cc1C	-14	-1.1%	6	6	-1.0	-8	-16	-8	5
COc1ccc(C)c2sc(=NC(=O)c3cccc(N4C(=O)CCC4=O)c3)n(C)c12	1	?	1	13	-3.0	-1	-4	-12	1
CCOC(=O)[C@@H]1[C@H]2COc3ccccc3[C@H]2N2C(=O)N(c3ccc(C(F)(F)F)cc3)C(=O)[C@]12C	10	0.3%	14	7	0.4	.	9	-5	10
O=C(CN1CCC(n2nnc3cc(F)ccc32)CC1)Nc1ccccc1N1CCOCC1	3	0.9%	-1	9	0.0	-11	-8	-71*	1
CC(=O)Nc1ccc(NC(=O)CSc2ccc3nnc(-c4ccccn4)n3n2)cc1	-28	8.9µM*	5	-4	0.8	2	-7	3	1
O=C1CC(c2cccnc2)c2cc3c(cc2N1)OCCO3 (configuration not stated)	-1	-2.1%	-3	9	-0.6	.	7	0	3
COc1cc(/C=N/NC(=S)NCCN2CCOCC2)cc(OC)c1O	8	1.0%	2	1	-0.2	-8	-2	0	4
COc1ccc(CNC(=O)c2c(O)c3ccccc3n(C)c2=O)cc1	4	-0.2%	4	2	0.3	3	-9	3	4
CC(=O)N/N=C(\N)c1nonc1N	-6	-2.1%	-9	-3	0.7	6	-2	-2	2
Cc1nc(Nc2ccccc2)sc1C	-12	-2.2%	5	9	5.1	0	1	14	1
CC(=O)c1ccc(NC(=O)C(C)N(C)CC(=O)Nc2ccc(N3CCOCC3)cc2)cc1 (configuration not stated)	6	0.8%	7	2	-0.4	-2	-2	-18	2
O=C(Nc1ccncc1)c1ccc(S(=O)(=O)Nc2ccccc2)cc1	-1	1.0%	-1	9	-1.6	2	-10	2	6
Cc1[nH]c2ccccc2c1/C=C(\C#N)S(=O)(=O)c1ccccc1	4	0.4%	1	15	0.2	-5	-1	-18	1

Part of the list above, set out differently:
O=C1CC(c2cccnc2)c2cc3c(cc2N1)OCCO3 (configuration not stated)
  D2 antag: -1; RXFP1 ag: -2.1%; TRHR PAM: -3; D2 PAM: 9; D2 agonist: -0.6; RXFP1 antag: .; D1 potentiator: 7; D1 antag: 0; D1 agonist: 3

COc1cc(/C=N/NC(=S)NCCN2CCOCC2)cc(OC)c1O
  D2 antag: 8; RXFP1 ag: 1.0%; TRHR PAM: 2; D2 PAM: 1; D2 agonist: -0.2; RXFP1 antag: -8; D1 potentiator: -2; D1 antag: 0; D1 agonist: 4

COc1ccc(CNC(=O)c2c(O)c3ccccc3n(C)c2=O)cc1
  D2 antag: 4; RXFP1 ag: -0.2%; TRHR PAM: 4; D2 PAM: 2; D2 agonist: 0.3; RXFP1 antag: 3; D1 potentiator: -9; D1 antag: 3; D1 agonist: 4

Not all compounds are listed; the hit share may differ from the screen's.
